High-throughput results deposited in PubChem BioAssay by several laboratories.
Neddyl block: inhibitors of human cullin neddylation | calls only at 25 µM | actives 0.58% (n = 360,000) | AID 651699 | TR-FRET cullin neddylation, biochemical | P61081+Q13564; in the data active = inhibition above about 36%
Target sequence (P61081 whole entry, looked up): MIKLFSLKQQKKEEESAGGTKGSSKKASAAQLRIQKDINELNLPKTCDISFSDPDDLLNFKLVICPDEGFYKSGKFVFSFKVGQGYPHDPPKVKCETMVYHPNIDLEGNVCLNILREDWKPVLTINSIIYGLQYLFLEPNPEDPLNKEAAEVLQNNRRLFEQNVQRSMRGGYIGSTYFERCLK
Target sequence (Q13564 whole entry, looked up): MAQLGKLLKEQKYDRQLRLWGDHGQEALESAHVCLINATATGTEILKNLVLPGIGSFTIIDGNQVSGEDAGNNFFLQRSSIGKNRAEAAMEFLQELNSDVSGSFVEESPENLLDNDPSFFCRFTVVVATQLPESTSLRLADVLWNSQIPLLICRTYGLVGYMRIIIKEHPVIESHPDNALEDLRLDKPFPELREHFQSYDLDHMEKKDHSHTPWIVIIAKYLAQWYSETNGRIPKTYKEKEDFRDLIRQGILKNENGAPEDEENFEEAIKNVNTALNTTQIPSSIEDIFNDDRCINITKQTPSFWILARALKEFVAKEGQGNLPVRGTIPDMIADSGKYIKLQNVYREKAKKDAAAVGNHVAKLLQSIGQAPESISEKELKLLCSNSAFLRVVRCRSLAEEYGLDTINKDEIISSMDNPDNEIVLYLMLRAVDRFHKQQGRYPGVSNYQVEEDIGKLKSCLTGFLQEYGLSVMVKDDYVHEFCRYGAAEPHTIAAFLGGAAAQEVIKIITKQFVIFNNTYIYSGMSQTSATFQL
LMPTP block: LMPTP (human) inhibition; P24666; recombinant LMPTP-A, OMFP fluorogenic substrate, fluorescence intensity; inhibition, % at 20 µM; actives 0.22% (n = 360,000); AID 651560;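 active = compounds that cut the enzyme signal by at least half of the control window in the single-dose screen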;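 note: plate controls were DMSO wells with enzyme plus substrate for no effect and substrate without enzyme for full effect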
Target sequence (P24666 whole entry, looked up): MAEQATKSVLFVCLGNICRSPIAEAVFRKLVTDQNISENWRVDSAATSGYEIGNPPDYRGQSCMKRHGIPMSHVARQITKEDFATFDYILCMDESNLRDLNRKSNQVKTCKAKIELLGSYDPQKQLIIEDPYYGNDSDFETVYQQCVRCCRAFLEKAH
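Test system: LMPTP-A phosphatase enzyme. Amount: LMPTP-A at 0.625 nM final in the reaction. Reagent: OMFP substrate, 400 µM final. Times: 50 min at room temperature. Signal: endpoint fluorescence intensity from OMFP dephosphorylation. Read-out basis: % inhibition. Benchmarks: no-enzyme and uninhibited controls.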
Scp1 inh: blocks human Scp-1 phosphatase activity; AID 493091; Q9GZU7; Recombinant Scp1, phosphopeptide, malachite green phosphate absorbance; inhibition, % at 20 µM; actives 0.88% (n = 340,000);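 active = inhibition above about 50% at 20 µM, limit read from the data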;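 note: plate controls were DMSO wells with enzyme for no effect and wells lacking enzyme for full effect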
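assay system = SCP-1 phosphatase catalytic domain, residues 76-261 | buffer or medium = 50 mM Tris acetate pH 5.5, 0.005% Tween-20, 10 mM MgCl2 | incubation = enzyme reaction 45 min at room temperature, colour 5 min, stabilisation 30 min | signal = Phosphate-binding colour reagent, absorbance read at 630 nm | measure = % inhibition at 20 µM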
SKN-1 inh: blocks SKN-1 activity in C. elegans; actives 0.49% (n = 360,000); C. elegans VP596 Pgst-4::GFP/RFP ratio, acrylamide-induced, 24 h; inhibition, % at 21.8 µM;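 active = interference check ratio from 0.5 to 1.5 plus GFP to RFP signal ratio inhibition reaching or exceeding a fixed threshold, cut at about 30% in these data, passing the limit was not always enough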; note: some compounds called inactive have numbers as strong as hits
CendR NRP1 mod: alters CendR peptide binding to human NRP-1. O14786. FAM-RPARPAR peptide binding to NRP-1, fluorescence polarization. inhibition, % at 25 µM. actives 0.85% (n = 360,000);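 active = inhibition or corrected inhibition above about 18%, plus a signal ratio from 0.5 to 1.5, limit read from the data, passing the limit was not always enough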; note: strong numbers were not always called active
NadD inh: blocks S. aureus nicotinate mononucleotide adenylyltransferase. purified NadD enzyme, colorimetric absorbance read-out. inhibition, % at 20 µM. actives 0.78% (n = 360,000); in the data active = inhibition above about 26%; note: some compounds past the cut are filed as inactive
STEP inh: STEP (human) phosphatase inhibition; recombinant STEP, OMFP fluorogenic substrate, fluorescence; actives 0.25% (n = 360,000); P54829; inhibition, % at 20 µM; AID 588621;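 active = inhibition at 20 µM, scaled per plate between control wells, above about 37%, limit read from the data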;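 note: 0% = DMSO with enzyme and substrate and 100% = substrate only without enzyme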
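Measure: Control-normalized % inhibition with plate pattern correction | Test system: STEP phosphatase, cell-free reaction | Medium: pH 6.0 Bis-Tris with DTT and Tween 20 | Technique: Fluorescence, 480/540 nm | Times: Reaction 20 min, ambient temperature | Doses: Single compound dose of 20 µM, 1% DMSO final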
SUMO1-SIM PPI: alters human SUMO1 binding to SIM partners; SUMO1 binding to a labelled peptide, TR-FRET, 1 h; actives 0.33% (n = 360,000); inhibition, % at 20 µM; AID 602429; P63165; in the data active = inhibition above about 37%
Target sequence (P63165 whole entry, looked up): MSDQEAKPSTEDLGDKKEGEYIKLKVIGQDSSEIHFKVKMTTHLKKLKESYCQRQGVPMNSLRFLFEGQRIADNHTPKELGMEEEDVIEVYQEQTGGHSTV
DNMT1 block: inhibitors of human DNMT1 | P26358 | DNMT1 molecular beacon, Hinp1I cleavage, fluorescence | inhibition (reported as % activation of signal), % at 10 µM | actives 0.83% (n = 360,000); in the data active = inhibition above about 50%
TbMetRS inhib: blocks T. brucei methionyl-tRNA synthetase activity. purified T. brucei MetRS, ATP depletion, Kinase-Glo luminescence. inhibition, % at 11.9 µM. actives 0.4% (n = 360,000);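 active = inhibition above a per-plate cutoff of the control wells' mean inhibition plus 3 SD, cut at about 5.5% in these data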;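 note: 0% = DMSO wells median and 100% = median of wells with control inhibitor compound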
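Material: parasite MetRS enzyme / Replication: singlicate, one well per compound / Signal: luminescence of leftover ATP / Schedule: 2 h aminoacylation at 25 °C after 15 min preincubation / Medium: HEPES-MgCl2-KCl buffer plus DTT, spermine, BSA, pyrophosphatase / Doses: 11.9 µM single point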
* = called active by the depositor; i = inactive; nt = not tested or not shown.

SMILES | Neddyl block | LMPTP block | Scp1 inh | SKN-1 inh | CendR NRP1 mod | NadD inh | STEP inh | SUMO1-SIM PPI | DNMT1 block | TbMetRS inhib
O=C(c1ccccc1)c1nc2ccccc2[nH]c1=O | i | 0.3 | -2 | 1 | -1 | 6 | -3 | -16 | -3 | -0.5
O=C(COC(=O)c1cc[n+]([O-])cc1)Nc1ccc(Cl)cc1Cl | i | 0.5 | -5 | -2 | -10 | -2 | -2 | -19 | -1 | 0.1
Cc1cc(Nc2cc(Cl)nc(Sc3ccc(NC(=O)C4CC4)cc3)n2)n[nH]1 | i | 1.0 | 2 | 10 | -11 | 4 | -4 | 7 | -18 | -0.2
N/C(=N\OS(=O)(=O)c1ccc2ccccc2c1)c1cccnc1 | i | -1.2 | 1 | -2 | 1 | 9 | 0 | -2 | -2 | -0.2
Oc1csc(Cc2nc(-c3ccccc3F)cs2)n1 | i | 2.3 | -6 | 20 | -18 | 7 | 0 | -1 | -16 | -0.9
Cc1cccc(NC(=O)/C(C#N)=C/c2cccc([N+](=O)[O-])c2)n1 | i | 0.3 | -1 | -10 | 8 | 9 | 0 | -21 | 2 | -0.8
c1cncc(-c2nc(-c3cccs3)cs2)c1 | i | -2.2 | 14 | -8 | 4 | 0 | 0 | -11 | -2 | -0.5
O=C1c2cc3ccccc3c(-c3ccccc3)c2C(=O)N1c1ccccn1 | i | 1.6 | -7 | 0 | -11 | 5 | 0 | -24 | -4 | 0.0
CN1CCN(C(=O)C2=C[C@H](c3ccc4c(c3)OCO4)C[C@H](OCc3ccc(CO)cc3)O2)CC1 | i | 0.7 | 0 | 0 | 4 | -10 | 1 | -2 | 1 | -0.3
CC(C)NS(=O)(=O)c1ccc(NC(=O)C2CC3C=CC2C3)cc1 (stereo unspecified) | i | -0.2 | -11 | -3 | 14 | 1 | 2 | -1 | -1 | -0.1
CC(C)(C)C(=O)OCc1nc(-c2ccc(Cl)cc2)cs1 | i | 1.2 | -14 | 6 | -4 | 1 | 5 | 3 | 19 | -0.4
O=C(Nc1ccc2c(c1)C(=O)OC2)c1ccc(C(F)(F)F)cc1 | i | -1.3 | -9 | -5 | 14 | -4 | -2 | -1 | 4 | 0.1
CCN(CCCNC(=O)CC(C(=O)N1CCc2ccccc21)n1ccnc1)c1cccc(C)c1 (stereo unspecified) | i | -0.4 | -1 | 38* | 3 | 10 | 4 | 2 | -3 | 0.4
COc1ccc2c(c1)CCCC21NC(=O)N(CC(=O)NCc2cccs2)C1=O (stereo unspecified) | i | -0.6 | 7 | 0 | 0 | 1 | -3 | 4 | 8 | -0.5
C=C(C)Cn1c(N)cc(=O)nc1SCC(=O)Nc1cccc(C(F)(F)F)c1 | i | -0.6 | 4 | -11 | 6 | 3 | 0 | 2 | 0 | -0.2
COc1ccc(CSCCc2n[nH]c(=S)n2-c2ccccc2)cc1C | i | 1.3 | -8 | 2 | -2 | -4 | 0 | -1 | -1 | -0.3
COc1ccc(-c2cc(C(=O)N3CCN(C(=O)c4ccco4)CC3)[nH]n2)cc1 | i | -0.1 | -5 | 1 | -10 | 3 | 0 | -5 | 0 | -0.4
COc1ccc(N2CCN(C(=O)CN(c3ccc(Br)cc3)S(C)(=O)=O)CC2)cc1 | i | 0.2 | -4 | 15 | -1 | 0 | -2 | -1 | -2 | -0.4
O=C(CCn1c(=O)oc2ccccc21)NC1=NCCS1 | i | -0.5 | -5 | 11 | -10 | 2 | -6 | -3 | 1 | 0.0
O=C1N/C(=N/Nc2ccccc2)S/C1=C\c1ccccc1 | i | 0.5 | 6 | -30 | -107 | 13 | -7 | -11 | -9 | -1.1
CC(C)C(=O)NC(=S)Nc1ccccc1C(=O)NC1CCCCC1 | i | -1.7 | -4 | 9 | -2 | -5 | 7 | -1 | 5 | 0.0
COc1ccc(NC(C)c2cc(Cl)ccc2O)cc1 (stereo unspecified) | i | 0.4 | -12 | 10 | 6 | 2 | 2 | 1 | -15 | -0.6
Cc1ccc(Cl)cc1NC(=O)CN1CCN(S(=O)(=O)N2CCOCC2)CC1 | i | -1.2 | -3 | 10 | 18 | -6 | -1 | 0 | 4 | -0.8
COc1ccccc1N(CC(=O)NCc1ccco1)S(=O)(=O)c1ccc(C)cc1 | i | 9.0 | 87* | 4 | 10 | -3 | 61* | 22 | 93* | -0.1
CCOC(=O)C1CCN(C(=O)Nc2ccc(OCc3ccccc3)cc2)CC1 | i | -1.2 | -4 | 20 | 5 | 1 | 1 | 8 | 0 | -0.1
O=C(CSc1nc(C2CC2)nc2ccccc12)N1CCc2ccccc21 | i | 5.5 | 6 | 4 | -14 | -2 | 0 | -7 | 26 | 0.3
Cc1cc(Oc2ccccc2)nc(-c2ccccc2O)n1 | i | 3.3 | -15 | 5 | 13 | 2 | 2 | 2 | -2 | -0.4
Cc1ccccc1SCC(=O)NCC(c1ccc(F)cc1)N1CCOCC1 (stereo unspecified) | i | 0.1 | 0 | 4 | -5 | -1 | 3 | 0 | -2 | -0.1
CCCCOP(=O)(c1ccc(N(C)C)cc1)C(O)c1ccc(OC)cc1 (stereo unspecified) | i | 0.0 | -15 | 9 | 1 | -5 | 0 | -2 | 4 | 0.2
CCN(CC)C(=O)N1c2ccccc2CC(N(CC)CC)c2ccccc21 (stereo unspecified) | i | -2.4 | -7 | 4 | 6 | 2 | 0 | -4 | -3 | -0.4
NS(=O)(=O)c1cccc(NC(=O)CSc2nc3ccccc3c(=O)n2CCCN2CCOCC2)c1 | i | -1.8 | -2 | -1 | 11 | -3 | -2 | 1 | 4 | -0.7
NNC(=O)CSCc1ccc(Cl)cc1Cl | i | 0.1 | 3 | -6 | -5 | 2 | -2 | -1 | 0 | 3.4
O=S(=O)(c1ccc(Br)s1)N1CCN(c2ccccn2)CC1 | i | 0.8 | 3 | 8 | -10 | 1 | -1 | 1 | -7 | 0.0
Cc1ccc(S(=O)(=O)N(C)C)cc1NC(=O)c1cc(S(=O)(=O)N2CCCCC2)ccc1N1CCOCC1 | i | 0.3 | -5 | -3 | -2 | -2 | 3 | 1 | -1 | -0.3
CC(C)(C)N(Cc1ccccc1)C(=O)COC(=O)c1ccc(N2CCCC2=O)cc1 | i | -1.6 | -12 | -2 | 14 | -2 | 0 | 3 | -2 | -0.2
O=c1nc2n(c3ncccc13)CCCCC2 | i | -1.2 | -5 | 7 | 2 | -3 | -4 | -6 | -4 | 0.4
COc1ccc(N2CCN(C(=O)C3(C)CC3(Cl)Cl)CC2)cc1 (stereo unspecified) | i | -0.4 | -4 | -3 | 0 | 0 | -4 | 0 | 12 | 1.9
CCc1ccccc1NC(=O)NCc1ccc2c(c1)OCO2 | i | 0.0 | 1 | 11 | -2 | -5 | 1 | 1 | 1 | -0.2
O=C(COC(=O)CC1CCCC1)Nc1cccc(F)c1 | i | 0.6 | -7 | 3 | 8 | -4 | 1 | -1 | 0 | -0.2
CC1CCN(CCOCCOc2ccccc2Br)CC1 | i | -1.5 | -1 | 15 | -8 | -8 | -2 | 6 | 3 | -0.3
O=C(COc1cccc(-n2cnnn2)c1)NCCC1=CCCCC1 | i | -1.5 | 12 | 11 | -8 | 0 | -2 | -1 | 0 | -0.2
O=C1OC(c2ccccc2)(c2ccccc2)c2ccsc21 | i | 0.6 | nt | 7 | 4 | -7 | 1 | 5 | -2 | -0.2
O=S(=O)(NC1CCCC1)c1ccc(Br)s1 | i | -0.2 | -2 | -7 | 4 | -7 | 2 | -3 | 0 | -0.6
COc1ccc(/C=C/C(=O)c2ccc[nH]2)cc1OC | i | -0.7 | 24 | 3 | 20 | 1 | 1 | -19 | -6 | -1.5
CC(C)c1nc(SCC(=O)Nc2cccc3ccccc23)n[nH]1 | i | -1.2 | -5 | -1 | -10 | -4 | -2 | 1 | 0 | 0.6
CC(=O)c1cccc(N2C(=O)Nc3ccccc3N2O)c1 | i | -1.2 | 1 | -1 | 18 | 5 | -1 | 3 | 0 | -0.9
CCCc1cc(=O)[nH]c(SCC(=O)N2CCc3cc(OC)c(OC)cc3C2)n1 | i | -0.1 | 1 | 5 | 16 | 0 | -2 | 4 | 1 | -0.5
O=C(COC(=O)/C=C/c1cccc(C(F)(F)F)c1)NCc1cccs1 | i | 0.5 | 10 | 13 | 0 | 5 | 2 | -1 | 5 | -0.4
CC1(C)CC(=O)C/C(=N/NC(=O)C2CCN(S(=O)(=O)c3cccs3)CC2)C1 | i | -2.3 | 6 | 11 | -1 | 4 | 0 | 2 | 0 | -1.0
Cc1cc(=O)n2cn[nH]c2n1 | i | -1.8 | -1 | -5 | 8 | -1 | 4 | 2 | 0 | -0.3
S=c1[nH]c2ccccc2n1Cc1ccccc1 | i | -1.7 | 0 | 8 | 8 | 4 | 6 | 6 | 2 | -1.2
Cc1nc2sc(C(c3ccco3)N3CCC(Cc4ccccc4)CC3)c(O)n2n1 (stereo unspecified) | i | -2.0 | -12 | -13 | -10 | 5 | 0 | -7 | -1 | -0.4
CCOc1ccccc1-n1c(SCC(=O)Nc2nccs2)nnc1-c1ccoc1C | i | -0.4 | 0 | 4 | 7 | 11 | 3 | 0 | 1 | -0.5
Cc1cc(C(=O)COC(=O)C2=NNC(=O)CC2)c(C)n1-c1ccccc1 | i | -1.1 | -2 | 3 | 2 | -3 | -2 | -2 | -1 | -0.1
COc1ccc(CCc2nnc(CCC(=O)N(C)Cc3ccnc4ccccc34)o2)cc1 | i | 0.7 | -13 | 3 | 8 | -1 | -1 | 3 | 0 | 0.2

Quoted from the results shown (3 entries):
SMILES | Neddyl block | LMPTP block | Scp1 inh | SKN-1 inh | CendR NRP1 mod | NadD inh | STEP inh | SUMO1-SIM PPI | DNMT1 block | TbMetRS inhib
CCOc1ccccc1-n1c(SCC(=O)Nc2nccs2)nnc1-c1ccoc1C | i | -0.4 | 0 | 4 | 7 | 11 | 3 | 0 | 1 | -0.5
Cc1cc(C(=O)COC(=O)C2=NNC(=O)CC2)c(C)n1-c1ccccc1 | i | -1.1 | -2 | 3 | 2 | -3 | -2 | -2 | -1 | -0.1
COc1ccc(CCc2nnc(CCC(=O)N(C)Cc3ccnc4ccccc34)o2)cc1 | i | 0.7 | -13 | 3 | 8 | -1 | -1 | 3 | 0 | 0.2

Single entries from the results shown:
Cc1nc2sc(C(c3ccco3)N3CCC(Cc4ccccc4)CC3)c(O)n2n1 (stereo unspecified) – STEP inh: 0
CCCc1cc(=O)[nH]c(SCC(=O)N2CCc3cc(OC)c(OC)cc3C2)n1 – CendR NRP1 mod: 16
